Screening results as filed in PubChem BioAssay.
TexasRed fluor – alters Texas Red total fluorescence, flagging assay interference. TRb/SRC2 Texas Red total fluorescence interference. Potency, µM (titrated, usually from 106 µM), for inactives: at the highest dose fluorescence change, negative = quenching. hit rate 0.29% among 280,000. AID 1479; active = well fitted curve in either direction with a large enough effect; inconclusive = small, poorly fitted or top-dose-only effect; note: % is set by controls: 0 for no effect and ±100 for the full control effect
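Human TRb ligand-binding domain at 0.6 uM with 20 nM Texas Red SRC2 peptide in Tris buffer containing 1 uM T3 and 5% DMSO, incubated with compound 5 h at ambient temperature. Total fluorescence (555/632 nm) calculated as parallel + 2 × perpendicular.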
TRb SRC2 PPI – TRbeta-SRC2 interaction inhibition | hit rate 0.065% among 280,000 | AID 1469 | P10828 | Potency, µM (doses to about 106 µM), inactives show top-dose activity change, negative = inhibition, hits mostly inhibitors | TRbeta-SRC2 peptide binding, fluorescence polarization; receptor liganded with 1 µM T3;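 note: plate controls were bound peptide for no effect and peptide without receptor for full effect; nearly all actives have a fitted effect of over 50% in size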
Target sequence (P10828 whole entry, looked up): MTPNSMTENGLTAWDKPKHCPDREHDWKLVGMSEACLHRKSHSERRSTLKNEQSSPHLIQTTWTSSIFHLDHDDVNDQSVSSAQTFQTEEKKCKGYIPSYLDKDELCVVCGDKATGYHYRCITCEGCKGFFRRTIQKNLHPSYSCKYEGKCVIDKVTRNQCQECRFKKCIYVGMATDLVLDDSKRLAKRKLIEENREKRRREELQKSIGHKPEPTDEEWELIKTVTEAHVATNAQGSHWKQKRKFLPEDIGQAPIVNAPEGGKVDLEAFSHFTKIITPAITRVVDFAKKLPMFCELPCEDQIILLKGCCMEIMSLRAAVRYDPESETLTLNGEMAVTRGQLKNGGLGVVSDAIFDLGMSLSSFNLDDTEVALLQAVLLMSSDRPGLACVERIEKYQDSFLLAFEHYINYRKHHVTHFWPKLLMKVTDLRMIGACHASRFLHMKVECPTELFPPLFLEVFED
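TRb LBD 0.6 uM + Texas Red SRC2 peptide 20 nM, 1 uM T3, Tris buffer w/ 5% DMSO; compound pinned, 5 h RT; FP read ex 555/em 632; normalized to unbound and bound controls.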
SMN2 splice up – enhancers of SMN2 splice variant expression. HEK293 SMN2-luciferase splicing reporter, luminescence, 30-36 h. Potency, µM (series often up to 46.1 µM), without a hit: at the top dose activity change, positive = activation, actives largely listed as activators. hit rate 2.8% among 210,000; note: % of control where 0% means no effect; nearly all actives have a fitted effect of over 55% in size
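qHTS luciferase splicing reporter: luminescence rises when SMN2 exon 7 is included in transfected HEK293 cells. Compound exposure lasted 30-36 h at 37C, with 4.5 mM final sodium butyrate as control, followed by a ONE-Glo read.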
Starred values were filed as active, the others as inactive; ? = inconclusive; [ ] = remark or other dose. Unless noted, calls come from the whole dose curve; as a rule, active = well fitted curve in the direction sought with a large enough effect; inconclusive = small, poorly fitted or top-dose-only effect, or another doubt; inactive = no such curve, though single readings can be large; an effect the other way counts as inactive or inconclusive. Potency is the fitted concentration of half-maximal effect. Not all compounds are listed; count on the stated rates, not on these rows.

SMILES | TexasRed fluor | TRb SRC2 PPI | SMN2 splice up
CCOc1cc(CNc2ccc(O)cc2)ccc1OCc1ccc(Cl)cc1 | 6%[11.2 µM] | -27%[11.2 µM] | -15%
CCOc1cc(CNc2ccc(C(=O)O)cc2)ccc1OCc1ccccc1 | ? | -1% | -2%
O=c1cc(COc2cccc(C(F)(F)F)c2)nc2sc3c(n12)CCCC3 | 1% | -4% | -4%
CC(C)c1nc2sc3c(N4CCCCC4)ncnc3c2c2c1CCCC2 | 1% | 8% | 3%
CCc1ccccc1NC(=O)c1cc(-c2ccc(OC)cc2)on1 | ? | -5% | 3%
COc1ccccc1CNC(=O)c1cc2c(=O)oc3ccc(C)cc3c2s1 | -4% | -1% | -4%
CCn1c(C(=O)NCc2ccc(C)cc2)cc2sc(Cl)cc21 | -1% | -1% | 1%
COc1ccc(-c2cc(C(F)(F)F)nc(NCc3ccccc3)n2)cc1 | -3% | 3% | ?

Carrying on.
SMILES | TexasRed fluor | TRb SRC2 PPI | SMN2 splice up
CCN(Cc1ccccc1)Cc1c(O)ccc2c(=O)c(-c3ccc(Cl)cc3)c(C(F)(F)F)oc12 | -1% | -3% | 2%
CCn1cc(C(=O)NCCc2ccc(Cl)cc2)c(=O)c2cc(S(=O)(=O)N3CCOCC3)ccc21 | -2% | -6% | 8%
Cn1c(=O)c2cc(C(=O)NC3CCCCCC3)sc2c2ccccc21 | -1% | 4% | -3%
O=C(CSc1ncc(-c2ccccc2)[nH]1)Nc1ccc(F)cc1F | -1% | 7% | -13%
Cc1ccc(CNC(=O)c2cccc(Nc3nc4ccccc4n4nnnc34)c2)cc1 | -2% | 8% | -1%
CCOC(=O)c1cccc(NC(=O)Cn2ncc3c(=O)oc4ccccc4c32)c1 | -1% | -7% | -12%
CCOc1ccc(C(=O)Nc2cccc(NC(=O)c3ccc(C(C)(C)C)cc3)c2)cc1Br | -1% | -1% | ?
COc1ccc(N2CCN(CCCNC(=O)Nc3ccccc3Cl)CC2)cc1 | -2% | -6% | -22%

A stretch taken from the entries so far, as a working copy:
SMILES | TexasRed fluor | TRb SRC2 PPI | SMN2 splice up
CCn1cc(C(=O)NCCc2ccc(Cl)cc2)c(=O)c2cc(S(=O)(=O)N3CCOCC3)ccc21 | -2% | -6% | 8%
Cn1c(=O)c2cc(C(=O)NC3CCCCCC3)sc2c2ccccc21 | -1% | 4% | -3%
O=C(CSc1ncc(-c2ccccc2)[nH]1)Nc1ccc(F)cc1F | -1% | 7% | -13%
Cc1ccc(CNC(=O)c2cccc(Nc3nc4ccccc4n4nnnc34)c2)cc1 | -2% | 8% | -1%
CCOC(=O)c1cccc(NC(=O)Cn2ncc3c(=O)oc4ccccc4c32)c1 | -1% | -7% | -12%
CCOc1ccc(C(=O)Nc2cccc(NC(=O)c3ccc(C(C)(C)C)cc3)c2)cc1Br | -1% | -1% | ?
COc1ccc(N2CCN(CCCNC(=O)Nc3ccccc3Cl)CC2)cc1 | -2% | -6% | -22%

Additional compounds follow:
SMILES | TexasRed fluor | TRb SRC2 PPI | SMN2 splice up
Cc1cccc(N2CCN(S(=O)(=O)c3ccc4oc(=O)c5ncn(C)c5c4c3)CC2)c1C | -1% | -9% | 13%
CCOc1ccc(N(CC)C(=O)CCc2nc(-c3ccccc3F)no2)cc1 | 1% | 3% | -7%
COCCN1C(=O)c2oc3ccc(C)cc3c(=O)c2C1c1ccc(C(=O)OC)cc1 (stereo unspecified) | -3% | -3% | -14%
COc1ccc(C(=O)CC2(O)C(=O)N(CCc3ccccc3)c3ccc(Br)cc32)cc1OC (stereo unspecified) | -2% | 3% | -15%
COc1ccc(OC)c(NC(=O)CSc2c3c(nc4cc(Cl)ccc24)CCCC3)c1 | -3% | -7% | -15%
Cc1cccc(N2CCN(C(=O)C3CCN(S(=O)(=O)c4c(C)noc4C)CC3)CC2)c1C | -2% | 4% | 6%
CCOC(=O)C1CCN(CCC(=O)Nc2ccc(Br)c(C)c2)CC1 | 1% | -10% | 3%
COc1ccc(NC(=O)Cn2c(=O)c3ccccc3n3nncc23)c(OC)c1 | 0% | -2% | 0%

Following part
SMILES | TexasRed fluor | TRb SRC2 PPI | SMN2 splice up
COc1ccc(-n2cc(-c3ccc4c(c3)OCO4)n(CC(=O)Nc3cccc(C)c3C)c2=O)c(OC)c1 | -2% | 6% | 63%
Cc1nn2c(=O)cc(COc3ccc(/C=C(\C#N)C(=O)Nc4ccc(F)cc4)cc3)nc2s1 | 1% | 5% | -9%
CCc1ccccc1NC(=O)Cn1c(=O)n(CCc2ccccc2)c(=O)c2ccccc21 | -8% | 12% | 5%
Fc1ccc2[nH]c(-c3cccs3)cc2c1 | -1% | 0% | -2%
Cc1ccc(NC(=O)CSc2nnc(C)s2)c(C)c1 | ? | -6% | -11%
COc1ccc(S(=O)(=O)Cc2ccc(C(=O)N3CCN(c4cc(C)ccc4C)CC3)o2)cc1 | 3% | 1% | -54%[inhibitor]
COc1ccc(-n2c(=O)c3ccc(C(=O)NCc4ccc(C)cc4)cc3n(Cc3cccc(Cl)c3)c2=O)cc1 | 0% | 0% | 1%
COc1ccccc1-c1nc(S(=O)(=O)c2ccccc2)c(N2CCC(C)CC2)o1 | 3% | -4% | 5%

(further entries)
SMILES | TexasRed fluor | TRb SRC2 PPI | SMN2 splice up
CCc1ccccc1NS(=O)(=O)c1ccc2[nH]cc(C(=O)N3CCCCC3)c(=O)c2c1 | -1% | -1% | -14%
CCCCNc1cc(NC2CCCCC2)c2c3c(onc13)-c1ccccc1C2=O | 12% | 5% | 3%
CCC(Cc1ccccc1)NC(=O)Cn1ncc2c3ccccc3n(Cc3ccc(F)cc3)c2c1=O (stereo unspecified) | -1% | -1% | 3%
CCc1ccccc1NC(=O)c1sc2nc3c(cc2c1N)CN(Cc1ccccc1)CC3 | -11% | 3% | -25%
Cc1cccc(-c2nc3c(cnn3-c3ccccc3)c(=O)n2-c2ccc(Br)cc2)c1 | 7% | 7% | 50%
Cc1nn(CC(=O)N2CCCCC2)c(=O)c2cc3occc3n12 | -1% | 1% | 12%
O=C(Cn1c(=O)oc2cc(S(=O)(=O)N3CCCC3)ccc21)NCc1ccc(Cl)cc1 | -3% | 1% | -46%[inhibitor]
COc1cccc(CNC(=O)CN(c2ccc(C(C)C)cc2)S(=O)(=O)c2c(C)noc2C)c1 | 0% | 3% | 1%

(further entries)
SMILES | TexasRed fluor | TRb SRC2 PPI | SMN2 splice up
COCCn1c(=N)c(C(=O)NCC2CCCO2)cc2c(=O)n3ccccc3nc21 (stereo unspecified) | -2% | 2% | 19%
Cc1ccc2[nH]c(=O)c3cc(C(=O)NCc4cccc(Cl)c4)sc3c2c1 | 2% | 0% | -1%
COc1ccccc1-c1nnc(SCC(=O)c2ccc(Cl)cc2)n1-c1ccccc1 | 2% | 5% | -1%
COC(=O)c1c(NC(=O)CCCOc2ccc(C)cc2)sc2c1CCCC2 | 6% | -2% | 6%
COc1cccc(CNC(=O)CSc2c3c(nc4ccc(Cl)cc24)CCCC3)c1OC | 0% | 1% | 3%
COc1ccc(-c2cc3nc(C)c(CCC(=O)NC4CCCCC4)c(C)n3n2)c(OC)c1 | 0% | -2% | 6%
CCc1ccc(-n2nc3ccc(NC(=O)c4cc5ccccc5o4)cc3n2)cc1 | 0% | 12% | -2%
COc1ccccc1CNC(=O)CCCn1c(=O)c2ccccc2n(Cc2ccccc2C#N)c1=O | 3% | 9% | -8%

Later entries.
SMILES | TexasRed fluor | TRb SRC2 PPI | SMN2 splice up
CCOCN(C(=O)Cn1c(C)nc2ccccc21)c1c(C)cccc1CC | 0% | -6% | 2%
Nc1c(C(=O)Nc2ccccc2Br)sc2nc(-c3cccs3)ccc12 | -22% | 9% | -6%
COc1cccc(N2CCN(C(=O)c3ccc4c(=O)n(CCc5ccccc5)c(=O)[nH]c4c3)CC2)c1 | -1% | 2% | 1%
O=C(CSc1ncc2c(n1)-c1ccccc1N(Cc1ccc(F)cc1)S2(=O)=O)c1ccc(Br)cc1 | -11% | 4% | -32%
CCOC(=O)CC(NC(=O)c1cc2cc(Br)cc(OC)c2oc1=O)c1ccc(OC)cc1 (stereo unspecified) | ? | -2% | -2%
CCCc1cc(=O)[nH]c(Nc2cc(C)cc(C)c2)n1 | 8% | -5% | 11%
COc1cc2c(cc1OC)C(COc1ccc3c(C)cc(=O)oc3c1)N(C(=O)c1ccccc1F)CC2 (stereo unspecified) | 0% | -2% | 4%
Cc1nnc(N2CCN(c3ccc(Cl)cc3)CC2)c2c1nnn2Cc1ccc(F)cc1 | 0% | -5% | 1%

(list continues)
SMILES | TexasRed fluor | TRb SRC2 PPI | SMN2 splice up
COc1cc(C2NC(=O)NC(C)=C2C(=O)Nc2cc(C)cc(C)c2)ccc1O (stereo unspecified) | -2% | -8% | -4%
CC(C)c1ccc(NC(=O)Cn2c(=O)n(CCc3ccccc3)c(=O)c3ccccc32)cc1 | 1% | 12% | 9%
CCOc1ccccc1NC(=O)Cn1cnc2sc(C)c(S(=O)(=O)N3CCC(C)CC3)c2c1=O | -2% | 5% | 7%
COc1ccc(-c2cc(C(=O)Nc3c(C)nn(Cc4ccccc4C)c3C)no2)cc1 | -21% | 5% | -6%
COc1ccc2c(c1)CCc1c(C(=O)Nc3cnn(Cc4ccc(Cl)cc4Cl)c3)noc1-2 | -6% | 1% | -4%
COc1ccc(Cn2nnc3c(=O)[nH]c(C4CCCN(C(=O)c5ccc(C)cc5)C4)nc32)cc1 (stereo unspecified) | -3% | 1% | -2%
COc1ccc(OC)c(NC(=O)C2CCN(S(=O)(=O)c3ccc(C)cc3)CC2)c1 | 0% | -2% | -6%
CC1CN(C(=O)Nc2ccc(C(=O)NCc3ccccc3F)cc2)c2ccccc2S1 (stereo unspecified) | -1% | 0% | ?

Further entries
SMILES | TexasRed fluor | TRb SRC2 PPI | SMN2 splice up
COc1ccc(F)cc1NC(=O)C1CCN(c2nc(-c3ccc(OC)c(OC)c3)no2)CC1 | -2% | -2% | -10%
COc1ccccc1-c1nc2n(n1)C(c1ccccc1Cl)C(C(=O)Nc1cccnc1)=C(C)N2 (stereo unspecified) | -4% | 10% | 6%
O=C(Nc1ccc(Br)cc1)c1cccc(C(=O)Nc2ccc(Br)cc2)c1 | -17% | -9% | 5%
COc1ccc(CNC(=O)C2CCN(S(=O)(=O)c3ccc4nc5c(c(C(=O)O)c4c3)CC(C)CC5)CC2)cc1 (stereo unspecified) | -30% | 0% | -5%
COc1ccccc1/C=C/c1nc(C#N)c(NC2CCCCC2)o1 | -7% | -6% | 3%
Cc1cc(OCC(O)CN2CCN(c3cccc(Cl)c3)CC2)ccc1Cl (stereo unspecified) | -3% | 3% | -6%
Cc1ccc(NC(=O)Cn2c(SCc3cccc(F)c3)nc3ccncc32)c(C)c1 | 0% | 7% | 5%
CC(=O)Nc1ccc(S(=O)(=O)N(Cc2ccccc2)Cc2ccccc2)cc1 | 4% | 0% | -23%

The list goes on.
SMILES | TexasRed fluor | TRb SRC2 PPI | SMN2 splice up
CCOC(=O)N1CCN(C(=O)CN(c2cccc(Cl)c2)S(=O)(=O)c2ccccc2)CC1 | -2% | 3% | 4%
COc1cc2c(C(=O)N3CCN(c4cc(Cl)ccc4C)CC3)cn(CC(C)C)c(=O)c2cc1OC | -2% | -6% | 1%
CCOC(=O)c1[nH]c2ccccc2c1NC(=O)c1c(F)cccc1F | -5% | -1% | 5%
CCC(=O)N1CCc2cc(Br)cc(S(=O)(=O)CCC(=O)Nc3ccc(CC)cc3)c21 | -1% | 2% | -1%
CCc1nn(CC(=O)N(CC)Cc2ccccc2)c(=O)c2cc3occc3n12 | -3% | 3% | -3%
Cc1cc(C)nc(NC(=NCCc2c[nH]c3ccc(Cl)cc23)NC(=O)c2ccccc2C)n1 | ? | 3% | 2%
Cc1cccc(NC(=O)C2CCCN(S(=O)(=O)c3c(C)n[nH]c3C)C2)c1 (stereo unspecified) | 1% | 6% | -22%
N#Cc1ccccc1Cn1c(=O)n(CCCC(=O)NCc2ccc3c(c2)OCO3)c(=O)c2sccc21 | ? | -14% | -3%

Next section.
SMILES | TexasRed fluor | TRb SRC2 PPI | SMN2 splice up
CCOC(=O)c1cc2c(=O)n3ccccc3nc2n(Cc2ccco2)c1=NC(=O)c1ccc(F)cc1 | -1% | 7% | 8%
COc1ccc(N(CC(=O)NCCc2ccccc2)S(=O)(=O)c2c(C)nn(C)c2C)cc1 | -1% | -7% | -10%
CCOC(=O)c1cc2c(=O)n3ccccc3nc2n(C(C)C)c1=NC(=O)C(C)(C)Oc1ccc(Cl)cc1 | -1% | 8% | -5%
COC(=O)c1c(NC(=O)c2nc(SCc3ccc(F)cc3)ncc2Cl)sc2c1CCCC2 | -1% | 1% | 5%
COCCCNC(=O)CN1C(=O)COc2ccc(S(=O)(=O)N3CCOCC3)cc21 | ? | -29% | 1%
COC(=O)CN1C(C(=O)c2ccccc2)=C(OC(=O)c2ccccc2)c2ccccc2S1(=O)=O | 1% | -4% | -5%
